IDE exosite inh: insulin-degrading enzyme (human) exo-site inhibition. purified IDE, FL-6b probe fluorescence polarization; stronger effect = lower value. AID 1259349. P14735. 17,000 tested, 6.3% active. z-score at 20 µM;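 active = z-score of -3 or lower, meaning strong loss of probe binding signal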;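 note: His-tagged human IDE residues 42-1019 made in E. coli with 30 nM FL-6b probe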
Target sequence (P14735 42-1019 limits assumed): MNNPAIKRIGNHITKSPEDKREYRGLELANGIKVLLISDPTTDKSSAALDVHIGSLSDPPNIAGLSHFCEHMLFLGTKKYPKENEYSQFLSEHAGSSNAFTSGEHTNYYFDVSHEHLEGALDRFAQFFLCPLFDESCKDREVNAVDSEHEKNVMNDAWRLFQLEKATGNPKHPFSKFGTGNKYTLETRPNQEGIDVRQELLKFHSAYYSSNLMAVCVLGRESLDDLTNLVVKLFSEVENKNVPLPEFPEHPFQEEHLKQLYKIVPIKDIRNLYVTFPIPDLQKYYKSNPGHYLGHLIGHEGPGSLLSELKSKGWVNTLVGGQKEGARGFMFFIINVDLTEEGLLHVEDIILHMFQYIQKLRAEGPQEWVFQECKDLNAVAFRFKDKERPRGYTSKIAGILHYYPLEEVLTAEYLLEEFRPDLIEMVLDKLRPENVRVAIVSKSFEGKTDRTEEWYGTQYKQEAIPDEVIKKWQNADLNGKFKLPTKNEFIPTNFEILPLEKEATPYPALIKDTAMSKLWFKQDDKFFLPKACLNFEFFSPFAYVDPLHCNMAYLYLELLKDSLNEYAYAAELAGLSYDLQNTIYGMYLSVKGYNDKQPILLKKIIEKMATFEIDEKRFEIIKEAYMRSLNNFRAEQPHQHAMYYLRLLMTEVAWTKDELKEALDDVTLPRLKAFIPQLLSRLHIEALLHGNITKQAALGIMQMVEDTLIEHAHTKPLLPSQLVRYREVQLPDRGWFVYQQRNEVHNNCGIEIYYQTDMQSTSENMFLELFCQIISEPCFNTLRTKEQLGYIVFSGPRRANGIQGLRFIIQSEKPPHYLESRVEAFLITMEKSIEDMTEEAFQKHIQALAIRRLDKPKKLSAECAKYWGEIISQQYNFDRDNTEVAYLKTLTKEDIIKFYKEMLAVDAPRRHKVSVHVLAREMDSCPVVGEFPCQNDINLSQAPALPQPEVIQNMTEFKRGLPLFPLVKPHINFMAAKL
* = called active by the depositor. This is a subset; the hit share may differ from the screen's.

IDE exosite inh | structure
5.81 | O=S(=O)(c1ccc(F)cc1)N1CCCCN2[C@H](C1)[C@@H](c1ccc(C#CC3CC3)cc1)[C@@H]2CO
-0.446 | OC[C@H]1[C@@H](c2ccccc2)C2(CN(Cc3ccccc3F)C2)N1Cc1ccccc1F
0.585 | CCCNC(=O)Nc1ccc2c(c1)OC[C@@H](C)N(C(=O)C1CCOCC1)C[C@@H](C)[C@@H](OC)CN(C)C2=O
-0.651 | CC(C)C(=O)Nc1ccc2c(c1)C(=O)N(C)[C@H]1CC[C@@H](CC(=O)NCCc3ccccc3)O[C@@H]1CO2
-0.388 | O=C(C1CCCCC1)N1CC(=O)N2[C@@H](CO)[C@@H](c3ccc(-c4cccnc4)cc3)[C@@H]2C1
-0.302 | C[C@@H]1CN([C@H](C)CO)C(=O)c2ccccc2-c2ccccc2CO[C@@H]1CN(C)S(=O)(=O)c1cn(C)cn1
0.104 | C[C@H]1CC(=O)N[C@H](c2ccccc2)C/C=C\C[C@@H](c2ccccc2)NC1=O
4.58 | COc1cccc(NC(=O)N2CC(=O)N3[C@H](CO)[C@H](c4ccc(C#CC5CCCCC5)cc4)[C@H]3C2)c1
-0.693 | O=C(Nc1ccc(C(F)(F)F)cc1)Nc1ccc2c(c1)[C@H]1C[C@H](CC(=O)N3CCc4ccccc4C3)O[C@H](CO)[C@H]1O2
0.463 | C[C@H](CO)N1C[C@H](C)[C@@H](CN(C)C(=O)[C@H]2CCCN2C)OCc2ccccc2-c2ccccc2C1=O
-0.00194 | CC(C)CC#Cc1ccc([C@@H]2[C@@H](CO)N3C(=O)CN(C(=O)c4ccccn4)C[C@H]23)cc1
1.28 | O=C(c1ccccc1F)N1CC(=O)N2[C@@H](CO)[C@H](c3ccc(-c4ccc(F)cc4)cc3)[C@@H]2C1
3.85 | CC(C)C#Cc1ccc([C@H]2[C@H](CO)N3CCCCN(C(=O)Nc4ccccc4)C[C@@H]23)cc1
2.17 | CC(C)NC(=O)N1CC(=O)N2[C@H](C1)[C@H](c1ccc(C#CCN(C)C)cc1)[C@@H]2CO
-1.89 | COCC(=O)Nc1ccc2c(c1)C(=O)N(C)[C@@H]1CC[C@H](CC(=O)N3CCc4ccccc4C3)O[C@H]1CO2

Some of these compounds in order of the IDE exosite inh value, rising:
IDE exosite inh | structure
-0.651 | CC(C)C(=O)Nc1ccc2c(c1)C(=O)N(C)[C@H]1CC[C@@H](CC(=O)NCCc3ccccc3)O[C@@H]1CO2
0.463 | C[C@H](CO)N1C[C@H](C)[C@@H](CN(C)C(=O)[C@H]2CCCN2C)OCc2ccccc2-c2ccccc2C1=O
0.585 | CCCNC(=O)Nc1ccc2c(c1)OC[C@@H](C)N(C(=O)C1CCOCC1)C[C@@H](C)[C@@H](OC)CN(C)C2=O
1.28 | O=C(c1ccccc1F)N1CC(=O)N2[C@@H](CO)[C@H](c3ccc(-c4ccc(F)cc4)cc3)[C@@H]2C1
2.17 | CC(C)NC(=O)N1CC(=O)N2[C@H](C1)[C@H](c1ccc(C#CCN(C)C)cc1)[C@@H]2CO
3.85 | CC(C)C#Cc1ccc([C@H]2[C@H](CO)N3CCCCN(C(=O)Nc4ccccc4)C[C@@H]23)cc1
4.58 | COc1cccc(NC(=O)N2CC(=O)N3[C@H](CO)[C@H](c4ccc(C#CC5CCCCC5)cc4)[C@H]3C2)c1

(continued)
IDE exosite inh | structure
3.11 | CCS(=O)(=O)N1CCCCN2[C@@H](CO)[C@H](c3ccc(-c4ccccc4F)cc3)[C@@H]2C1
1.38 | CO[C@@H]1CN(C)C(=O)c2ccc(NC(=O)c3cccc(F)c3)cc2OC[C@H](C)NC[C@@H]1C
-0.079 | COCC(=O)N1[C@H](C#N)[C@@H](c2ccccc2-c2ccccc2F)[C@H]1CO
0.309 | CC=Cc1ccc2n(c1=O)C[C@@H]1[C@@H](CO)[C@H](C(=O)N[C@@H](C)c3ccccc3)N(C(=O)c3ccccn3)[C@H]21 (mixture of isomers)
0.0892 | O=C1CN(S(=O)(=O)c2cccc(F)c2)C[C@@H]2[C@H](c3ccc(C4=CCCC4)cc3)[C@H](CO)N12
-0.36 | N#C[C@H]1[C@@H](c2ccc(C3=CCCCC3)cc2)[C@H](CO)N1C(=O)c1ccccn1
-1.8 | C[C@@H]1CN([C@H](C)CO)C(=O)CCCn2nncc2CO[C@H]1CN(C)C(=O)Nc1cccc(Oc2ccccn2)c1
-0.625 | C[C@@H]1CCCCO[C@H](CN(C)S(=O)(=O)c2cn(C)cn2)[C@@H](C)CN([C@@H](C)CO)C(=O)c2cc(NC(=O)Nc3cccc4ccccc34)ccc2O1
-4.49* | Cc1cccc(-c2ccc([C@H]3[C@H]4CN(C(=O)Cc5ccccn5)CC(=O)N4[C@H]3CO)cc2)c1
0.663 | O=C(O)C[C@@H]1C[C@H]2c3cc(NC(=O)Nc4ccc(C(F)(F)F)cc4)ccc3O[C@H]2[C@H](CO)O1
0.511 | CO[C@@H](CN(C)S(=O)(=O)c1ccc(F)cc1)[C@@H](C)CN(Cc1ccccc1Cl)[C@@H](C)CO
-4.6* | O=C(CN1CCOCC1)N1CCCCN2[C@H](C1)[C@@H](c1ccc(/C=C/c3ccccc3)cc1)[C@@H]2CO
0.823 | O=C(Nc1cccc(F)c1)N1CCCCN2[C@@H](CO)[C@H](c3ccc(-c4ccccc4F)cc3)[C@@H]2C1
0.183 | COc1ccc2c3c([nH]c2c1)[C@H](CO)N(C(=O)c1ccncc1)CC31CN(C)C1
0.386 | COC(=O)C[C@@H]1CC[C@@H]2[C@@H](COc3ccc(NC(=O)Nc4cccc(C#N)c4)cc3C(=O)N2C)O1
-0.902 | CCCN1[C@H](CO)[C@H](c2ccc(C#CC(C)C)cc2)[C@@H]1CN(C)S(C)(=O)=O
0.709 | O=C(C1CC1)N1C[C@@H]2[C@H](c3ccccc31)[C@@H](CO)N2C(=O)c1ccccc1
0.874 | C[C@@H]1CN([C@H](C)CO)C(=O)c2c(c3ccccc3n2C)-c2ccccc2CO[C@@H]1CN(C)C
-0.343 | C[C@H]1CN([C@@H](C)CO)C(=O)c2cc(-c3ccncc3)cnc2O[C@H]1CN(C)C(=O)CN1CCOCC1
2.08 | COc1cccc(NC(=O)N2CC(=O)N3[C@H](CO)[C@H](c4ccc(Br)cc4)[C@@H]3C2)c1
-0.179 | CC(C)C#Cc1ccc([C@@H]2[C@H](CO)N3CCCCN(C(=O)NC(C)C)C[C@@H]23)cc1
-11.3* | COCC(=O)N1CCCCN2[C@@H](CO)[C@H](c3ccc(C#Cc4ccccc4)cc3)[C@@H]2C1
0.37 | Cc1cccc(-c2ccc(C3[C@@H]4CNC[C@H]3N4)cc2)c1 (some centres not stated)
5.23 | O=C(Nc1cc(F)ccc1F)N1CCCCN2[C@H](CO)[C@H](c3ccc(-c4ccncc4)cc3)[C@@H]2C1
3.25 | COCC(=O)N1C[C@@H]2[C@H](c3ccccc31)[C@@H](CO)N2Cc1cc(F)ccc1F
2.77 | N#C[C@@H]1[C@@H](c2ccc(C#CC3CCCC3)cc2)[C@H](CO)N1S(=O)(=O)c1ccccc1
0.692 | CN1C[C@@H](O)COC[C@@H]2O[C@@H](CC(=O)NC3CCCC3)CC[C@H]21
0.988 | CC[C@H]1C/C=C\C[C@H](c2ccccc2)NC(=O)CCC(=O)N1
0.206 | C/C=C/c1ccc([C@H]2[C@@H](CNC(C)=O)N(Cc3ccccn3)[C@H]2CO)cc1
5.43 | O=C(c1ccc(F)cc1)N1CC(=O)N2[C@H](CO)[C@@H](c3ccc(C4=CCCC4)cc3)[C@H]2C1
4.12 | CC(C)NC(=O)N1[C@@H](C#N)[C@H](c2ccc(C#CC3CCCCC3)cc2)[C@@H]1CO
1.42 | N#C[C@H]1[C@@H](c2ccc(C#Cc3cccc(F)c3)cc2)[C@H](CO)N1C(=O)C1CCCC1
0.542 | O=C(C[C@@H]1C[C@@H]2c3cc(NS(=O)(=O)c4ccc(F)cc4)ccc3O[C@@H]2[C@@H](CO)O1)NCc1cccnc1
0.194 | CC(C)CC#Cc1ccc([C@@H]2[C@H]3CN(C(=O)Cc4cccnc4)CC(=O)N3[C@H]2CO)cc1
4.31 | CN1CCCCN2[C@H](CO)[C@H](c3ccc(-c4ccccc4)cc3)[C@H]2C1
1.5 | CCC(=O)N1[C@@H](CO)[C@@H](c2ccccc2)[C@@H]1CN(C(C)C)S(C)(=O)=O
2.42 | CCC(=O)N1CCCCN2[C@H](CO)[C@H](c3ccc(-c4cccc(C(=O)N(C)C)c4)cc3)[C@@H]2C1
-2.2 | O=C(Nc1ccc(F)cc1)N1CC(=O)N2[C@H](CO)[C@@H](c3ccc(-c4cccc(F)c4)cc3)[C@@H]2C1
1.02 | C/C=C/c1cccc(-c2nc(C(=O)NC3Cc4ccccc4C3)cc3c2[C@H](CCO)N(C(C)=O)C3)c1
3.33 | O=C(N[C@H]1CC[C@H](CCNS(=O)(=O)c2ccc(F)cc2)O[C@H]1CO)C1CCC1
0.61 | CC(C)NC(=O)N1[C@H](C#N)[C@@H](c2ccc(C#CC3CCCC3)cc2)[C@H]1CO
-1.12 | Cc1noc(C)c1NC(=O)N(C)C[C@@H]1Oc2ccc(NC(=O)CCCN(C)C)cc2C(=O)N([C@H](C)CO)C[C@H]1C
0.585 | CO[C@H]1CN(C)C(=O)c2ccc(NC(=O)Nc3ccccc3F)cc2OC[C@H](C)N(CC2CC2)C[C@H]1C
-5.06* | CN1C(=O)c2cc(NC(=O)Nc3ccccc3Cl)ccc2OC[C@@H]2O[C@@H](CC(=O)NCCCN3CCOCC3)CC[C@@H]21
4.33 | CC(C)C#Cc1ccc([C@@H]2[C@@H](C#N)N(C(=O)CN(C)C)[C@H]2CO)cc1
-0.921 | CN(C)C(=O)c1cccc(-c2ccccc2[C@H]2[C@@H](C#N)N(C(=O)C3CC3)[C@@H]2CO)c1
-9.32* | COc1cccc(-c2ccc([C@@H]3[C@H]4CN(C(=O)C5CCC5)CC(=O)N4[C@H]3CO)cc2)c1
0.483 | COc1ccc2c3c(n(C)c2c1)[C@H](CO)N(C(=O)C1CCC1)CC31CCN(CC2CCCC2)CC1
0.443 | N#C[C@@H]1[C@H](c2ccc(-c3ccccc3F)cc2)[C@H](CO)N1C(=O)C1CCC1
-1.13 | C[C@H](NC(=O)C[C@H]1CC[C@@H]2[C@H](COC[C@@H](O)CN2C(=O)Nc2cccc(Cl)c2)O1)c1ccccc1
-0.956 | COc1ccc(S(=O)(=O)N2C[C@@H](O)COC[C@@H]3O[C@@H](CC(=O)N[C@@H]4CCN(Cc5ccccc5)C4)CC[C@H]32)cc1
0.96 | N#C[C@@H]1[C@@H](c2ccccc2-c2cccc(F)c2)[C@H](CO)N1C(=O)C1CCOCC1
-0.397 | C/C=C/c1cnc2c(c1)C(=O)N([C@@H](C)CO)C[C@H](C)[C@H](CN(C)CC1CCOCC1)O2
-0.51 | COc1cccc(C#Cc2ccc([C@@H]3[C@@H](CO)N(C(=O)c4ccccn4)[C@H]3C#N)cc2)c1
0.608 | CN(C[C@H]1[C@@H](c2ccccc2)[C@H](CO)N1C(=O)C1CCC1)C(=O)c1ccccn1
0.985 | Cc1ccc(S(=O)(=O)N[C@H]2C=C[C@H](CC(=O)NCc3ccc(Cl)c(Cl)c3)O[C@@H]2CO)cc1
2.64 | CCCNC(=O)N1CC(=O)N2[C@H](C1)[C@H](c1ccc(C#Cc3ccc(F)cc3)cc1)[C@@H]2CO
1.69 | CO[C@@H]1CN(C)C(=O)c2ccc(NC(=O)C3CCC3)cc2OC[C@@H](C)N(Cc2ccccn2)C[C@H]1C
-2.96 | COCC(=O)N1CC(=O)N2[C@H](CO)[C@@H](c3ccc(C#CCc4ccccc4)cc3)[C@@H]2C1
0.77 | C[C@H]1CCCCO[C@H](CN(C)C(=O)Cc2ccccc2)[C@@H](C)CN([C@@H](C)CO)C(=O)c2cc(NS(C)(=O)=O)ccc2O1

Further records.
IDE exosite inh | structure
-0.772 | CS(=O)(=O)N1[C@H](C#N)[C@@H](c2ccc(C#CC3CC3)cc2)[C@@H]1CO
0.436 | O=C(c1ccccc1)N1CC(=O)N2[C@H](C1)[C@@H](c1ccc(C#Cc3ccccc3)cc1)[C@@H]2CO
-0.354 | CN1CCN(C(=O)C[C@@H]2CC[C@@H]3[C@@H](COc4ccc(NC(=O)C5CCOCC5)cc4C(=O)N3C)O2)CC1
1.03 | C[C@@H]1CCCCO[C@H](CN(C)C(=O)CCCN(C)C)[C@@H](C)CN([C@@H](C)CO)C(=O)c2cc(NC(=O)Nc3ccc4c(c3)OCO4)ccc2O1
-0.389 | COc1cccc(C#Cc2ccc([C@H]3[C@@H](CO)N4C(=O)CN(S(=O)(=O)c5ccccc5C)C[C@H]34)cc2)c1
1.38 | CO[C@H](CN(C)C(=O)Nc1ccc(Cl)cc1)[C@@H](C)CN(Cc1ccccc1Cl)[C@@H](C)CO
1.55 | CCC(=O)NC[C@@H]1[C@H](c2ccc(-c3ccccc3)cc2)[C@@H](CO)N1C(=O)C1CC1
3.91 | Cc1ccccc1S(=O)(=O)N1CC(=O)N2[C@H](CO)[C@@H](c3ccc(C#Cc4ccccc4)cc3)[C@H]2C1
-1.41 | CN(C)C(=O)c1ccc(-c2ccc([C@H]3[C@@H](CO)N4CCCCN(S(C)(=O)=O)C[C@@H]34)cc2)cc1
-0.165 | O=C1NCCOCc2cn(nn2)CCC[C@@H]1Cc1ccccc1
-0.339 | O=C(c1ccccc1F)N1C[C@@H]2[C@H](c3ccccc31)[C@@H](CO)N2C(=O)Nc1ccccc1
1.43 | N#C[C@@H]1[C@@H](c2ccc(C3=CCCC3)cc2)[C@@H](CO)N1C(=O)C1CCCC1
1.24 | O=C(Nc1ccccc1Cl)N1C[C@H]2[C@@H](c3ccccc31)[C@@H](CO)N2C(=O)c1cccnc1
0.864 | CCCNC(=O)N1[C@H](C#N)[C@@H](c2ccc(/C=C/c3ccccc3)cc2)[C@H]1CO
-0.507 | CN(C)CC(=O)N1[C@H](CO)[C@H](c2ccccc2-c2ccccc2F)[C@@H]1C#N

Part of the list above in another layout:
canonical_smiles | IDE exosite inh
O=C(c1ccccc1F)N1C[C@@H]2[C@H](c3ccccc31)[C@@H](CO)N2C(=O)Nc1ccccc1 | -0.339
CN(C)CC(=O)N1[C@H](CO)[C@H](c2ccccc2-c2ccccc2F)[C@@H]1C#N | -0.507
CCCNC(=O)N1[C@H](C#N)[C@@H](c2ccc(/C=C/c3ccccc3)cc2)[C@H]1CO | 0.864
